Screening results as filed in PubChem.
GalR3 antag: GalR3 antagonists in HEK293 cells, primary screen, cell-based, fluorescence readout; Galanin receptor type 3 (Homo sapiens), O60755; HEK293 GalR3-CNG cAMP membrane potential fluorescence; galR3 body fused to GalR1 C-terminus; inhibition, % at 3 µM; actives 0.44% (n = 360,000);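 active = inhibition above the screen-wide average plus 3 SD, cut at about 13% in these data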;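 also: forskolin and galanin both at EC90 stimulate the cells; cAMP rise reported by CNG channel membrane potential dye signal; 0% = forskolin plus galanin with DMSO and 100% = forskolin alone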
Target sequence (O60755 1-299 limits assumed): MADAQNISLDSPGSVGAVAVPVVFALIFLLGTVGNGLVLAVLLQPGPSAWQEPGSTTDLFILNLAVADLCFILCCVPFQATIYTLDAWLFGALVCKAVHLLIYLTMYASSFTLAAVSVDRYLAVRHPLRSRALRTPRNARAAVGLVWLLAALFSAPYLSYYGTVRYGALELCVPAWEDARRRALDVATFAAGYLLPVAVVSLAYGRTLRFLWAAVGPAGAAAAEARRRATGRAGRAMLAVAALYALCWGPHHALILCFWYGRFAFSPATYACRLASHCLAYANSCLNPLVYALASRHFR
MEKK2 mut-MEK5: MEK5 binding signal on mutant MEKK2 PB1, primary screen, biochemical, multiplex bead flow cytometry, Alexa488-MEK5; Alexa488-MEK5 binding to MEKK2 mutant; percent response, % at 10 µM; actives 0.35% (n = 290,000); in the data active = percent response above about 24%, passing the limit was not always enough; also: inactives centre near 1; some results filed as inactive read as strong as hits
MEKK2 WT-MEK5: modulators of MEK5 binding to wildtype MEKK2, primary screen, biochemical, multiplex bead flow cytometry, Alexa488-MEK5; Mitogen-activated protein kinase kinase kinase 2 (Homo sapiens), Q9Y2U5; Alexa488-MEK5 binding to MEKK2 WT; actives lie on both sides; binding response (% of control), % at 10 µM; actives 1.1% (n = 290,000); AID 1531, 2009; in the data active = binding response below about 67% or above about 130%
OXTR agonist: human OXTR agonists, primary screen, fluorescence, CHO-OTR cells, Fluo-8 calcium; Oxytocin receptor (Homo sapiens), P30559; Fluo-8 calcium fluorescence; normalized: DMSO 0%, oxytocin 100%; activation, % at 3 µM; actives 0.32% (n = 320,000); AID 2435, 2010;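 active = activation above the mean of all tested compounds plus 3 SD, cutoff set per screening run, cut at about 20% in these data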;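 also: peak over basal fluorescence ratio from a 100 s FLIPR kinetic read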
PfM18AAP inh: PfM18AAP inhibitors, malaria aminopeptidase, primary screen, biochemical, QFRET, recombinant enzyme; AID 1822, 2009; M18 aspartyl aminopeptidase (Plasmodium falciparum 3D7); H-Glu-NHMec fluorogenic cleavage; actives 1.2% (n = 290,000); inhibition, % at 7.35 µM;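 active = inhibition above the campaign mean inhibition over all tested compounds plus 3 SD, cut at about 28% in these data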;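 also: 0% = plate median of test compound wells and 100% = 2 mM ZnCl2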
V1aR counter: agonists of human V1a receptor, primary screen, counter-screen for OXTR agonist project, fluorescence, CHO-V1R cells. Vasopressin V1a receptor (Homo sapiens), P37288. Fluo-8 calcium fluorescence, agonist mode; 0% DMSO, 100% 3 nM vasopressin. activation, % at 3 µM. actives 0.25% (n = 320,000). AID 2797, 2010;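 active = activation above the mean activation of all tested compounds plus 3 SD, per screening run, cut at about 20% in these data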;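 also: signal is peak over basal fluorescence ratio across a 100 second FLIPR read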
Target sequence (P37288 whole entry, looked up): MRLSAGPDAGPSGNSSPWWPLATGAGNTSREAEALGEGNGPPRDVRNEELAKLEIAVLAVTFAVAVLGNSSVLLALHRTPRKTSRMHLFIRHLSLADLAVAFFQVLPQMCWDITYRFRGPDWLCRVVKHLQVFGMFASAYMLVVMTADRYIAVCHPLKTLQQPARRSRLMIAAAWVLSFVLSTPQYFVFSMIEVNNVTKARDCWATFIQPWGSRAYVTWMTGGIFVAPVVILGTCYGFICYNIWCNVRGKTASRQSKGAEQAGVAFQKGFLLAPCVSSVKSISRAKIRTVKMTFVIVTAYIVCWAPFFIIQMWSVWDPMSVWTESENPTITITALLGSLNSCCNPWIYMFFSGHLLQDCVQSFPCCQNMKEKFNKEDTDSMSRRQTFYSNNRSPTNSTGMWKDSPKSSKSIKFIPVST
GPR7 antagonist: GPR7 receptor antagonists, primary screen, cell-based, fluorescence, single concentration. GPR7-expressing cells, fluorescence antagonist assay. inhibition, % at 4.4 µM. actives 1.1% (n = 290,000); in the data active = inhibition above about 16%, passing the limit was not always enough;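 also: cells stimulated with the agonist NPW; 0% = agonist with vehicle and 100% = vehicle without agonist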
Target sequence (P48145 whole entry, looked up): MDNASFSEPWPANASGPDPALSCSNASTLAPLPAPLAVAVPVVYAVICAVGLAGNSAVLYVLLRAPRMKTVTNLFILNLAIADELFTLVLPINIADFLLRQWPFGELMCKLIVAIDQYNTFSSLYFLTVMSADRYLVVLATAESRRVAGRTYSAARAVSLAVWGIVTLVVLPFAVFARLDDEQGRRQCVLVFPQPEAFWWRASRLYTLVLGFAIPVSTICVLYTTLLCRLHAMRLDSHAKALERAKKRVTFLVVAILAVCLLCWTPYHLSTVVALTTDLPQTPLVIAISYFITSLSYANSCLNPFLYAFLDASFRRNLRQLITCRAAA
OXTR potentiator: human OXTR potentiators, primary screen, fluorescence, CHO-OTR cells, Fluo-8 calcium. Fluo-8 calcium fluorescence, potentiator mode; 0% = oxytocin EC15, 100% = EC100. activation, % at 3 µM. actives 0.061% (n = 320,000);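 active = activation above that plate's cutoff, the mean activation of tested compounds plus 3 SD, cut at about 6.6% in these data, passing the limit was not always enough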;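 also: 100% uses oxytocin at 75 nM as the full agonist control; some results filed as inactive read as strong as hits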
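assay system = CHO-OTR cells, human receptor | schedule = compound 6 min at room temperature before oxytocin, 100 s read | detection = Fluo-8 intracellular calcium fluorescence, ex 470-495, em 515-575 nm | evaluation = normalized max/min fluorescence ratio, % activation | control set = EC15 oxytocin alone as 0%, 75 nM oxytocin (EC100) as 100%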
NALP1 yeast inh: NALP1 inflammasome inhibitors in reconstituted yeast, colorimetric, S. cerevisiae, triplicate retest; S. cerevisiae NALP1/ASC/caspase-1 growth, X-gal OD620, 72 h; inhibition, % at 10 µM; actives 0.61% (n = 280,000); in the data active = inhibition mostly above about 24%, no sharp cut-off; inactive = mostly below about 32%; also: some compounds called inactive have numbers as strong as hits
Numbers without * were called inactive; . = no result given.

mol	GalR3 antag	MEKK2 mut-MEK5	MEKK2 WT-MEK5	OXTR agonist	PfM18AAP inh	V1aR counter	GPR7 antagonist	OXTR potentiator	NALP1 yeast inh
Cc1ccccc1NS(=O)(=O)c1ccc(C)c(NS(C)(=O)=O)c1C	-1	-2	103	-0.4	-3	-0.6	-15	-9	-8
Cc1ccc2[nH]c(C)c(/C=C/c3cc[n+](C)cc3)c2c1	-10	-17	118	.	7	.	4	.	0
Cc1cccc(Oc2ccc3c(c2)cc(C(=O)O)n3C)c1	-4	4	97	0.9	2	2.9	-4	-2	3
NS(=O)(=O)c1ccc(CCNC(=O)CNCCc2ccc(C(F)(F)F)cc2)cc1	-12	5	108	-0.2	1	-0.5	-4	-10	10
CCNc1nc(SC)nc(N(C#N)CC(=O)OC)n1	-2	-5	93	-0.8	-17	0.1	-8	-5	4
Cc1ccc(-n2nc3c(c2NC(=O)CC(C)C)CS(=O)(=O)C3)c(C)c1	-10	-3	99	0.2	-3	-0.2	-2	5	1
COCCn1c(SCC(=O)c2c(N)n(C3CC3)c(=O)[nH]c2=O)nc2ccccc21	-5	.	.	0.4	.	0.0	.	8	.
c1ccc(Nc2cc(Nc3ccccc3)[nH]n2)cc1	3	-7	87	2.3	7	-0.1	-9	0	-13
CCOCCCNC(=O)C1(O)c2ccccc2NC(=O)N1c1ccc(Cl)cc1 (configuration not stated)	-7	7	106	2.2	7	4.5	-25	-19	7
COc1ccc(NC(=O)CSc2nnc(CNC(=O)c3ccco3)o2)c(OC)c1	-6	0	100	0.0	-12	0.8	-5	-8	-4
O=C(c1ccc2c(c1)OCO2)N1CCN(c2ccccc2)CC1	1	2	98	0.9	-2	18	5	1	3
CC(=O)N/C(=C/c1ccc2c(c1)OCO2)C(=O)NCCCO	2	-3	102	0.2	7	1.1	3	-17	32
CCN(CC)C(=O)C1CCCN(Cc2nc(-c3cnccn3)no2)C1 (configuration not stated)	4	11	107	-0.1	-2	-0.6	-16	-18	12
COC(=O)c1sccc1NC(=O)c1ccc(OC)cc1	-6	5	109	-2.3	1	0.7	12	-16	-7
CCCC(=O)OCCn1c(Br)nc2c1c(=O)[nH]c(=O)n2C	0	-1	100	-0.3	3	1.0	-6	-6	18
COc1ccc(NC(=O)Cn2nnc(C(=O)NCc3cccs3)c2N)cc1Cl	-6	5	99	1.6	4	0.3	-19	-7	3
C=C(C)c1cccc(C(C)(C)NC(=O)N2CCN(CC)CC2)c1	-3	1	98	-0.1	-3	0.3	-11	-12	-8
Cc1ccccc1Nc1sc(C(=O)Nc2cccc(Cl)c2)c(N)c1C(N)=O	-5	11	106	.	0	.	-9	.	26
Cc1cc(Br)ccc1NS(=O)(=O)c1c(C)[nH]c(=O)[nH]c1=O	-4	3	97	-0.6	-7	0.5	1	-1	5
CC(NC(=O)CN1C(=O)NC(C)(c2cccc3ccccc23)C1=O)c1ccccc1 (configuration not stated)	-9	2	100	2.4	2	2.4	-3	-5	2
Cc1ccc(-c2nn(-c3cccc(F)c3)cc2CN(Cc2nccn2C)C(C)C)o1	-4	32	135	-1.1	-5	-1.0	-19	-15	-6
CCCOc1ccc(N2C(=O)CC(S/C(N)=N/N=C(\C)c3cccs3)C2=O)cc1 (configuration not stated)	-7	2	100	-0.4	8	0.9	-17	-2	-2
CCc1cccc(CC)c1NC(=O)c1cc(CN2C(=O)c3ccccc3C2=O)ccc1OC	-5	-2	97	-2.1	1	1.2	-12	-2	28
O=C(CSc1ccc2ccccc2n1)NCCC1=CCCCC1	-5	0	97	-1.5	0	-0.6	-1	-8	34

Record cards, from the list above. Order of screens: GalR3 antag | MEKK2 mut-MEK5 | MEKK2 WT-MEK5 | OXTR agonist | PfM18AAP inh | V1aR counter | GPR7 antagonist | OXTR potentiator | NALP1 yeast inh
CC(NC(=O)CN1C(=O)NC(C)(c2cccc3ccccc23)C1=O)c1ccccc1 (configuration not stated) as listed: -9 | 2 | 100 | 2.4 | 2 | 2.4 | -3 | -5 | 2
CCc1cccc(CC)c1NC(=O)c1cc(CN2C(=O)c3ccccc3C2=O)ccc1OC as listed: -5 | -2 | 97 | -2.1 | 1 | 1.2 | -12 | -2 | 28

Additional records
mol	GalR3 antag	MEKK2 mut-MEK5	MEKK2 WT-MEK5	OXTR agonist	PfM18AAP inh	V1aR counter	GPR7 antagonist	OXTR potentiator	NALP1 yeast inh
NC(=O)NC(Cc1ccccc1)C(=O)N1CCN(S(=O)(=O)c2ccc(Cl)cc2)CC1 (configuration not stated)	-2	.	.	-0.3	.	0.0	.	-7	.
Cc1nnc(NC(=O)CSc2nnc(CCNC(=O)c3ccccc3F)n2C)s1	-10	-2	99	-0.1	2	0.9	-2	-9	-2
CCN(CC)CCN(CC(=O)N(C1CCCCC1)C1CCCCC1)C(=O)c1ccco1	-3	-9	97	0.2	-3	-0.1	-2	-1	-11
CC(Cl)C(=O)Nc1cc(C(F)(F)F)ccc1N1CCOCC1 (configuration not stated)	-3	-7	97	-1.3	-20	-0.5	-13	4	9
COc1ccc(CC(=O)OCC(=O)NCc2ccc3c(c2)OCO3)cc1OC	-2	.	.	-1.0	.	-0.1	.	0	.
CN1CCN(C(=O)/C(=C/c2ccc(N(C)C)cc2)NC(=O)c2ccccc2)CC1	-10	1	98	1.4	3	1.9	-6	-1	-8
CCCc1nn(C)c(C(=O)Nc2ccc(C(C)(C)C)cc2)c1Cl	-7	-1	112	-0.6	5	0.5	-13	-5	25
O=S(=O)(Nc1ccccc1)c1ccc2c(c1)CCO2	-5	-1	100	0.7	5	1.9	-10	1	-11
CCOC(=O)c1ccc(NC(=O)NC2CCN(CC(=O)NCc3ccc4c(c3)OCO4)CC2)cc1	-3	0	103	1.5	4	1.7	-8	1	-9
COCCNC(=O)c1ccc(CS(=O)(=O)c2ccc(OC)cc2)o1	1	-2	92	1.1	-7	0.5	-14	-3	0
COC(=O)Nc1nn(-c2ccc(C)cc2)c(=O)c(C#N)c1C	-5	-13	92	-1.3	-1	0.1	-6	-9	4
Cc1nn(C)c(C)c1CNC(=O)Nc1cccc(Cl)c1	6	9	107	1.0	-4	0.5	-14	0	-14
CCN(CC)CCn1c(=S)[nH]c2ncccc2c1=O	6	2	101	0.0	-1	-0.5	3	-13	-5
Cc1cc(-c2ccc(C)c(S(=O)(=O)N3CCN(c4ccccn4)CC3)c2)on1	-1	3	99	-2.2	1	-0.6	28*	-14	13
O=C(O)c1ccc(CSc2nnc(-c3ccccc3Cl)n2-c2ccccc2)cc1	-5	0	105	0.3	-1	1.0	8	-2	-1
CC1CC(=O)Nc2ccccc2N1C(=O)CSc1ccc2ccccc2n1 (configuration not stated)	-5	.	.	3.0	.	0.7	.	0	.
CC(C)(C)CC(=O)O/N=C(\N)c1ccccn1	-3	7	102	0.1	5	0.9	-12	0	32
Cc1ccc(C(=O)Nc2cc(Cl)ccc2Oc2ccccc2)cc1[N+](=O)[O-]	-10	0	107	1.0	1	1.5	-10	-10	25
NCCCCCc1nnc(SC/C=C/c2ccccc2)o1	-6	2	112	1.9	1	0.7	-2	3	6
CCc1c(C)sc(NC(=O)c2cccs2)c1C(N)=O	0	2	95	-2.1	-39	-1.4	1	-1	24
Cc1c(NC(=O)CSc2nnc(-c3ccncc3)o2)c(=O)n(-c2ccccc2)n1C	-7	-15	70	-0.3	-3	-0.1	1	-4	-8
CCn1c(CNC(=O)c2ccc(Cl)cc2)nnc1SCC(=O)NC1=NCCS1	-9	3	100	1.6	-5	-0.9	-4	2	19
O=C(Nc1cnccn1)Nc1cccc(Cl)c1Cl	-3	-4	93	-0.5	-7	-0.2	-9	-2	13
Cc1nn(C)c(Cl)c1CN1CCC(Oc2ccc(C(=O)N3CCCC3)cc2)CC1	-6	10	113	-0.7	-13	0.9	5	1	8
COc1ccc(CC(=O)c2ccc(OC3OC(CO)C(O)C(O)C3O)cc2O)cc1 (configuration not stated)	-9	-1	99	1.2	-11	-0.1	-3	-5	2
Cc1ccnc(NC(=O)CCC(=O)N(CC(=O)NCC2CCCO2)Cc2ccc(F)cc2)c1 (configuration not stated)	3	3	102	-1.0	-6	0.4	-21	-9	-2
Cc1cc(C(=O)Nc2ccc([N+](=O)[O-])cn2)cs1	-8	13	107	-2.1	-4	-0.5	-12	-4	3
Cc1ccc2nc(N=C(N)N)nc(C)c2c1	-10	-7	93	0.6	-16	1.8	-12	-4	1
COCCN(C(=O)CN1CCCc2ccccc21)c1c(N)n(Cc2ccccc2)c(=O)[nH]c1=O	2	-29	77	1.5	-7	1.3	-10	-2	4
Cc1noc(C)c1S(=O)(=O)Nc1ccc2c(c1)C(=O)N([C@H](C)CO)C[C@H](C)[C@@H](CN(C)C(=O)Nc1ccc3c(c1)OCO3)O2	-5	.	.	0.9	.	0.7	.	-3	.
CCCC(=O)N1CCN(c2nc(CC(C)C)c3c(c2C#N)CCC3)CC1	-3	.	.	-2.0	0	-0.7	-14	-17	11
CN1CCc2c(sc3c2c(NCc2ccco2)nc2nnnn23)C1	-1	3	110	1.7	13	1.1	-5	-3	.
Cc1c(Cl)cccc1NC(=O)c1cccc(NC(=O)CCC(=O)O)c1	1	4	106	1.3	1	0.3	-14	-8	-3
CC(=O)c1cc(CN2CCC(N3CCC(C(=O)NC(C)C)CC3)CC2)cs1	-8	-1	104	-0.1	-1	0.6	-4	4	9
CC(C)c1nnc(NC(=O)C2CCCN(C(=O)Nc3ccc(F)cc3)C2)s1 (configuration not stated)	-8	-3	98	0.8	4	3.3	-9	0	0
FC(F)(F)c1ccc(/C=N/n2c(C3CCCCC3)n[nH]c2=S)cc1	-7	5	101	-1.6	1	-0.3	-17	-18	-5
Cc1ccc(N/C(N)=N/c2nc(C)cc(N3CCCCC3)n2)c(C)c1	-12	8	115	2.1	-10	5.5	27*	-13	8
O=C(Nc1cccc(-c2nn[nH]n2)c1)c1ccc(Cl)s1	-2	0	95	-0.7	3	0.3	1	-7	20
COc1ccccc1CCN1CCCC(CN(C)C(=O)c2ccc3nc[nH]c3c2)C1 (configuration not stated)	-2	9	112	0.8	-11	0.6	7	2	11
CCCC(O)(CCN1CCOCC1)c1ccc(Br)cc1 (configuration not stated)	-5	-4	90	0.8	0	0.3	-10	-6	14
C#CCOCCOCCOCCNc1nc(N2CCN(C(=O)[C@H]([C@@H](C)CC)n3cc(CCC(=O)O)nn3)CC2)nc(N2CCN(C(=O)[C@H](C)n3cc(CCCN=C(N)N)nn3)CC2)n1	-3	6	99	0.8	2	0.7	-14	2	5
O=C(NC(=S)Nc1ncccn1)c1ccc(F)cc1	-9	2	97	-0.5	1	0.5	-1	-22	5

Hits appear at their usual frequency; about 4.1% have a hit in one of these screens.
